PL synth Enamine = blocks phospholipid synthesis in CHO cells, Enamine compounds; AID 1347385; ZR-82 CHO cells, pyrene fatty acid UV survival, CellTiter Blue; peroxisome-deficient CHO-K1 mutant line; plus DGAT-1, DGAT-2 and ACAT inhibitors; 20,000 tested, 0.4% active; calls only at 10 µM;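 active means cell survival signal 2 SD away from solvent-only control wells, confirmed on one or two retests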;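 further: 3 h compound exposure then viability read about one day after UV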
Calls only; i = inactive. This is a subset; rates above refer to the full screens.

molecule,PL synth Enamine
c1ccc(-c2[nH]c3c(ccc4ccccc43)c2-c2ccccc2)cc1,i
O=C(O)CNC(=O)CC12CC3CC(CC(C3)C1)C2,i
Cc1csc(SCc2nc3ccsc3c(=O)[nH]2)n1,i
O=S(=O)(O)c1ccccc1Nc1ccnc(Nc2ccccc2S(=O)(=O)O)n1,i
COc1cc(-c2cc3ccccn3c2)cc(OC)c1OC,i
Cc1cc(/C=N/N2CCCCC2)c(C)n1-c1ccc(I)cc1,i
CC(=O)c1c(C)[nH]c(C(=O)COC(=O)c2cccn2C)c1C,i
CCCCn1nc(C(=O)O)ccc1=O,i
CCc1c(C)nc2sc(C(N)=O)c(N)c2c1C,i
Fc1ccc(-c2nc3ccccc3n2-c2cc(-c3ccccc3)[nH]n2)cc1,i
O=S(=O)(Oc1ccc2oc3ccccc3c2c1)c1ccccc1F,i
Cc1oc2ccc(OS(C)(=O)=O)cc2c1C(=O)OC(C)C,i
CC(=O)c1c(C)[nH]c(C(=O)C(C)Sc2nnc(NC3CC3)s2)c1C (stereo not drawn),i
CCn1c(SCC(=O)c2c(N)n(C3CC3)c(=O)[nH]c2=O)nnc1-c1ccco1,i
O=S1(=O)C=CC(Nc2ccccc2)C1 (stereo not drawn),i
CCCCn1c2nc3ccccc3nc2c2cc(Br)cc(Br)c21,i
Cn1cc(C=Nc2ccccc2)c2ccccc21,i
CC1=CC(C)=Nc2ccc(S(=O)(=O)N3CCOCC3)cc2N1,i
Cc1cc(C)nc(NNC(=S)N=P(N2CCCCCC2)(N2CCCCCC2)C(C)(C)C)n1,i
Cc1ccccc1-n1c(C)[n+](C)c2ccccc21,i
CC(C)(C)OC(=O)NCCCC(CCCNC(=O)OC(C)(C)C)C(=O)O,i
O=c1[nH]c(CSc2nnc(NC3CC3)s2)nc2ccsc12,i
CCc1cc2c(=O)n(NC(=S)NC)cnc2s1,i
O=C(O)Cc1coc2cc(OS(=O)(=O)c3cc(Br)ccc3Br)ccc12,i
O=C(C=C(O)c1ccco1)C(F)(F)F,i
Fc1c(F)c(F)c(SC(Sc2c(F)c(F)c(F)c(F)c2F)=C(Sc2c(F)c(F)c(F)c(F)c2F)c2ccccc2)c(F)c1F,i
O=C(CSc1nnc(C2CC2)n1C1CC1)c1ccc(Br)s1,i
Cc1[nH]c2ccccc2c1/C=N/Nc1nc2ccccc2[nH]1,i
COC(=O)C1CCCCN1S(C)(=O)=O (stereo not drawn),i
NS(=O)(=O)c1ccc(N/N=C/c2c(F)c(F)c(F)c(F)c2F)c([N+](=O)[O-])c1,i

Rewritten field by field: part of the list above.
Cn1cc(C=Nc2ccccc2)c2ccccc21
- PL synth Enamine: i
Cc1ccccc1-n1c(C)[n+](C)c2ccccc21
- PL synth Enamine: i

Carrying on:
molecule,PL synth Enamine
Cc1noc(C)c1C(=O)OCC(=O)NCCN1C(=O)CSC1=O,i
O=C(Cn1cnc2sccc2c1=O)NC(=O)NCc1ccco1,i
O=c1cc(CSc2nc3ccc(Cl)cc3[nH]2)nc2ccc(Br)cn12,i
CCN1CCN(Cn2c(=S)n(CN3CCN(CC)CC3)c3ccccc32)CC1,i
CC(=O)Nc1c(I)c(NC(C)=O)c(I)c(C(=O)O)c1I,i
c1cnc(-n2ccnc2)nc1,i
O=P1(NCCCn2cc[n+](Cc3nc4ccccc4[nH]3)c2)C=C(c2ccccc2)OC(c2ccccc2)=C1,i
O=C1C=CC(=O)N1c1ccc(F)c(Cl)c1,i
O=c1cc(-c2ccc3c(c2)OCCO3)oc2c(Cl)cc(Cl)cc12,i
O=C1/C(=C2/NCCN2C2CC(=O)N(c3ccccc3)C2=O)CC/C1=C\c1ccccc1 (stereo not drawn),i
Oc1ccc2ccccc2c1/C=N/NC1=NCCC1,i
NC(=S)c1cc2ccccc2oc1=O,i
COc1cc(Br)c(CSc2nnc(C3CC3)n2C2CC2)cc1OC,i
O=C1/C(=C/c2c3ccccc3nc3ccccc23)Sc2ccccc21,i
c1nc(N2CCCCC2)c2c3c(sc2n1)CCCC3,i
Cc1cc2nc(SCCO)nc(C)c2cc1C,i
CCNC(=S)NN=C(CC(C)C)CC(C)C,i
O=[N+]([O-])c1cc2c(cc1/C=N/Nc1nncc3ccccc13)OCO2,i
CCC(=O)N(c1nnc(SC(C)c2nc3sc(C)c(C)c3c(=O)[nH]2)s1)C1CC1 (stereo not drawn),i
CCSc1nnc(SCC(=O)NC(=O)NC(C)C)s1,i
CNC(=S)NNC(=O)C(=O)NNC(=S)NC,i
Cc1nc2nc(N)nn2c(C)c1CCC(=O)NC(C)CCCC(C)C (stereo not drawn),i
CCN(CC1COc2ccccc2O1)C(=S)NC1CC2CCC1C2 (stereo not drawn),i
Oc1c(C(c2ccc(Br)cc2)N2CCCC2)ccc2cccnc12 (stereo not drawn),i
Nc1nc(-c2ccccn2)cs1,i
O=C(CSc1nc(CN2CCOCC2)nc2sc3c(c12)CCCC3)c1ccc(Cl)s1,i
O=C(O)C1CC(=O)N(C2CCCC2)C1 (stereo not drawn),i
O=S(=O)(c1ccc(=S)[nH]c1)N1CCCC1,i
O=c1c(Cl)c(N2CCN(C3CCS(=O)(=O)C3)CC2)cnn1-c1ccccc1 (stereo not drawn),i
Fc1cccc(F)c1/C=N/NC(=S)N/N=C/c1c(F)cccc1F,i

(more compounds)
molecule,PL synth Enamine
Cc1cc(C2=NNC(=NCc3ccc4c(c3)OCO4)SC2)c(C)n1Cc1ccco1,i
O=[N+]([O-])c1ncccc1OCc1cc(Cl)cc2c1OCOC2,i
O=C(CCCC1CCCCC1)NNC(=O)CC12CC3CC(CC(C3)C1)C2,i
CC(C)(C)c1ccc(C2=Nn3cc(-c4ccccc4)nc3SC2)cc1,i
O=C(CN1CCN(Cc2nc3ccsc3c(=O)[nH]2)CC1)N1CCCCCC1,i
CCCCSc1n[nH]c(=S)s1,i
CCSc1nc2sc3c(c2c(=O)n1C)CCC3,i
Cc1nn(C(C)C(=O)NC(N)=O)c(C)c1[N+](=O)[O-] (stereo not drawn),i
Cc1nc2ccc(I)cn2c1/C=N/Nc1ccc2ccccc2c1,i
O=C1Nc2ccccc2C12Oc1ccccc1C1CC(c3ccccc3)=NN12 (stereo not drawn),i
C=CCN(Cc1ccc(Br)s1)C(=O)Cn1c(=O)c2c(ncn2C)n(C)c1=O,i
CC(=O)c1c(C)[nH]c(C(=O)Cn2ncc(Cl)c(Cl)c2=O)c1C,i
O=C(/C=C/c1cccs1)N1CCN(S(=O)(=O)c2cccs2)CC1,i
NC(=O)NC(=O)CSc1ncnc2sc3c(c12)CCC3,i
Cc1sc2ncnc(NC3CCCC3)c2c1C,i
CC(C)(C)NC(=S)N=P(N1CCOCC1)(N1CCOCC1)C(C)(C)C,i
Clc1cccc(Cl)c1Oc1ncnc2sc3c(c12)CCC3,i
S=c1[nH]nc(SCc2ccc(Cl)cc2)s1,i
Cc1csc(N2CCCC2)n1,i
CC(=O)OCC1OC(n2cc(F)c(=O)[nH]c2=O)C(OC(C)=O)C1OC(C)=O (stereo not drawn),i
C/C=C/C(=O)OCC(=O)Nc1oc(C)c(C(C)=O)c1C(=O)OCC,i
Cc1nc2sccn2c1C(=O)c1sc2cc(Cl)ccc2c1Cl,i
Brc1cc2c(c(CSc3ccc4c(c3)OCCO4)c1)OC(c1ccccc1)OC2 (stereo not drawn),i
C(=N\Nc1ccccc1)/c1cnn(-c2ccccc2)c1,i
COc1cc(S(=O)(=O)n2c([N+](=O)[O-])cnc2C)c(OC)cc1C,i
c1ccc(-n2nnnc2Sc2nnc(C3COc4ccccc4O3)n2-c2ccccc2)cc1 (stereo not drawn),i
Brc1ccc(OCc2cccc3ccccc23)nc1,i
O=[N+]([O-])c1ccc(-c2nnco2)cc1,i
CC1(CC(=O)N/N=C/c2ccc(Br)o2)SCCS1,i
CCC(C)(C)C1CCC(=NNC(=O)c2ccoc2C)CC1 (stereo not drawn),i

5 records drawn at random from the list so far:
molecule,PL synth Enamine
O=[N+]([O-])c1ncccc1OCc1cc(Cl)cc2c1OCOC2,i
CC(=O)c1c(C)[nH]c(C(=O)Cn2ncc(Cl)c(Cl)c2=O)c1C,i
COc1cc(S(=O)(=O)n2c([N+](=O)[O-])cnc2C)c(OC)cc1C,i
C=CCN(Cc1ccc(Br)s1)C(=O)Cn1c(=O)c2c(ncn2C)n(C)c1=O,i
CC1(CC(=O)N/N=C/c2ccc(Br)o2)SCCS1,i

Next section
molecule,PL synth Enamine
CCC(CC)NC(=O)CCc1c(C)nc2nc(N)nn2c1C,i
Oc1c(Br)cc(/C=C/c2nc(-c3ccc(F)cc3)cs2)cc1Br,i
O=C(O)c1nn(Cc2nc3ccccc3o2)c(=O)c2ccccc12,i
COC(=O)CC1SC(=O)NC1=Nc1ccc(OC)cc1 (stereo not drawn),i
O=C1CC2(CCCC2)C(=O)N1CN1CCN(S(=O)(=O)c2ccc3c(c2)CCCC3)CC1,i
O=S(=O)(c1ccc(Oc2nc(C(F)(F)F)nc3ccccc23)cc1)N1CCOCC1,i
CCN(C1CCS(=O)(=O)C1)S(=O)(=O)c1c(C)c(C)c(C)c(C)c1C (stereo not drawn),i
Brc1ccc(-c2csc(=Nc3ccccc3)n2-c2ccccc2)cc1,i
Cc1cc(C(=O)N2CCN(S(=O)(=O)c3ccc(Br)s3)CC2)c(C)n1C1CC1,i
CC(C)N=c1scc(-c2ccc(Cl)c(Cl)c2)n1/N=C/c1ccc2c(c1)OCCO2,i
CCC(=O)N(c1nnc(SCC(=O)N2CCCC2=O)s1)C1CC1,i
O=P(C=C(Cl)c1ccccc1)(/C=C(\Cl)c1ccccc1)Nc1ccccc1-c1nc2ccccc2[nH]1,i
CCOC(=O)C1=C(C)NC(C)=C(C(=O)OCC)C1C(=O)OCC(=O)NC,i
CSc1nnc(N2CCOCC2)n1-c1cccc(F)c1,i
Nc1cc(S(=O)(=O)C(F)(F)F)c(Cl)cc1Cl,i
O=C1C2ON(c3ccccc3)C(c3ccccc3)C2C(=O)N1c1cccc(C(F)(F)F)c1 (stereo not drawn),i
O=c1[nH]c(O)c(C=Nc2cccnc2)c(=O)[nH]1,i
CCCCNC(=O)NCC12CC3CC(CC(C3)C1)C2,i
CN(C)S(=O)(=O)c1ccc(=S)[nH]c1,i
CC1CCC2(CC1)NC(=O)N(CC(=O)NC(C)C(C)C)C2=O (stereo not drawn),i
NS(=O)(=O)c1ccc2c(c1)OCCO2,i
CCOC(=O)c1c(C)[nH]c(C(=O)COC(=O)CN2C(=O)NC3(CC(C)CC(C)(C)C3)C2=O)c1C (stereo not drawn),i
CCOC(=O)c1c(N=Cc2c(O)[nH]c(=S)[nH]c2=O)sc(C)c1-c1cccs1,i
CS(=O)(=O)N=C1C=C(S(=O)(=O)c2ccccc2)C(=O)c2ccccc21,i
CSCC(C(=O)NNC(=O)C12CC3CC(CC(C3)C1)C2)N1C(=O)C2CCCCC2C1=O (stereo not drawn),i
Cc1noc(C)c1COc1ccc(-c2ccc(I)cc2)cc1,i
CCN(C(=O)c1cc(Br)c(Br)s1)C1CCS(=O)(=O)C1 (stereo not drawn),i
CN=c1scc(-c2ccc(-c3ccccc3)cc2)n1/N=C/c1ccc(Br)cc1,i
O=S(=O)(N/N=C/c1c(F)c(F)c(F)c(F)c1F)c1ccccc1,i
C=CCNC(=S)Nc1ccc(F)cc1F,i

Next section
molecule,PL synth Enamine
COc1ccccc1N1CCN(Cn2c(=S)n(-c3ccccc3)c3ccccc32)CC1,i
Oc1ccc(-c2ccc(I)cc2)cc1,i
CC(C)CC(c1c(N)nc2ccccn2c1=O)C(/C=C1/C(=N)N=C2C=CC=CN2C1=O)C(C)C (stereo not drawn),i
FC(F)Sc1ccc(NC(=S)NC2CCCC2)cc1,i
CC(F)(F)S(=O)(=O)c1cc([N+](=O)[O-])cc(Br)c1N,i
Oc1ccc(-c2csc(-c3cccnc3)n2)c(O)c1,i
Cc1cc(C)cc(-c2nnc(SCc3cc(Cl)c4c(c3)OCCO4)o2)c1,i
CCCCn1c(=S)[nH]c2cc(S(N)(=O)=O)ccc21,i
Cc1nnc(COc2ccc3c(c2)OCO3)o1,i
COc1cc(/C=C2\SC(=S)NC2=O)cc(O)c1O,i
Nc1ccc(S(=O)(=O)O)cn1,i
CC(=O)c1sc2ccccc2c1O,i
Cn1nnnc1SCc1nc(-c2ccc(Cl)cc2)no1,i
O=S(=O)(c1ccc(=S)[nH]c1)N1CCCCCC1,i
O=S(=O)(c1cc(Br)ccc1Br)N1CCc2ccccc21,i
FC(F)(F)c1ccc(NC(=S)NC2CC2)cc1,i
COc1ccc(S(=O)(=O)NC2CC2)cc1OC,i
C(#Cc1ccc2noc(-c3ccccc3)c2c1)c1ccccc1,i
Fc1ccc(Nc2n[nH]c(=S)s2)cc1,i
O=C1C=CC(=O)N1c1cc(Cl)ccc1Cl,i
C[N+]1(CC(O)COCC2COc3ccccc3O2)CCOCC1 (stereo not drawn),i
O=S(=O)(c1ccc2c(c1)OCCCO2)N1CCc2ccccc2C1,i
Brc1cc2c(cc1CSc1nnc(C3CC3)n1C1CC1)OCCO2,i
CS(=O)(=O)c1cc([N+](=O)[O-])c(Sc2nc3ccccc3[nH]2)c([N+](=O)[O-])c1,i
CCOC(=O)C1=C(COC(=O)Cn2nc(C)c([N+](=O)[O-])c2C)NC(=O)NC1C (stereo not drawn),i
Cc1[nH]c(=S)n(C2CCCCC2)c1C,i

Screening data deposited in PubChem BioAssay by School of Medicine, Boston University.
